# PolyA inhibitor: polyadenylation inhibitors in yeast reporter cells, primary screen, luminescence, S. cerevisiae; S. cerevisiae SKY197-pL101 polyadenylation reporter, beta-gal luminescence; efflux-impaired pdr1/pdr3 knockout yeast; score 100 = 6 SD above DMSO; calls only at 12 µM; 300,000 compounds, 0.02% hits;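 active means lowest replicate activity score at least 50, where 100 means six control SD above control mean; inconclusive means lowest score under 50 but half or more replicates reach 50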;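 further: yeast exposed to compound for 9 h at 30 °C; higher score means more reporter readthrough which indicates perturbed polyadenylation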
# HIF activator: HIF pathway transcriptional activators, primary screen, cell-based, U2OS HRE-luciferase, luminescence; U2OS HRE-luciferase reporter; normalized: DMSO 0%, desferrioxamine 100%; AID 1910, 2009; 300,000 compounds, 0.32% hits; activation, % at 7.5 µM (by protocol);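 active means mean activation of at least 10% of the iron chelator positive control signal, with at least half of replicates also reaching 10%; inconclusive means mean and replicate majority disagree about reaching 10%; inactive means mean and most replicates under 10%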
# MrgX1 PAM: positive allosteric modulators of MrgX1, primary screen, HEK293 cells, Fluo-4 calcium flux; Mas-related G-protein coupled receptor member X1 (Homo sapiens), Q96LB2; FDSS; hits give high values; B-score at 10 µM; 310,000 compounds, 0.63% hits; AID 588675, 2011;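 active means plate-corrected calcium response at least 3 library SD above typical, normal starting fluorescence, not activating the receptor alone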;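 further: compound read alongside a low EC10 to EC30 dose of BAM8-22 agonist; peak minus trough fluorescence over baseline measured at the second addition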
# Target sequence (Q96LB2 whole entry, looked up): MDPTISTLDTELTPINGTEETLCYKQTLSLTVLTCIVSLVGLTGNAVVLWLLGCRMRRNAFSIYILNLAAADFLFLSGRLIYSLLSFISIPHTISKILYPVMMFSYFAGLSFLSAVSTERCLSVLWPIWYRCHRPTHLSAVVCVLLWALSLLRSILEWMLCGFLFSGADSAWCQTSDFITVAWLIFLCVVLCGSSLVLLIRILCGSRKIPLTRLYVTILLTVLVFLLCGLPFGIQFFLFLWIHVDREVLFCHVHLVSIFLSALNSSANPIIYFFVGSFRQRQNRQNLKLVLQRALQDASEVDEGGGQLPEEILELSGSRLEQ
# AI-2 QS mod: Vibrio harveyi AI-2 quorum sensing modulators, primary screen, JMH597 strain, luminescence/OD600 ratio; Vibrio harveyi JMH597 AI-2 luminescence/OD600 ratio, 9 h; hits give low values; strain lacks LuxN and CqsS sensors; 0 = neutral-control median; activity change, % at 7.5 µM; 300,000 compounds, 0.4% hits; in the data active means activity change below about -75%, passing the limit was not always enough; inconclusive means no clear call, values can overlap the other calls;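 further: luminescence divided by OD600 gain over 9 h not by final OD600 alone; inactives centre near 13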
# TRPC4 act: activators of mouse TRPC4 channel, primary screen, Fluo4 calcium, HEK293 TRPC4beta/mu-opioid cells. B-score at 10 µM. Short transient receptor potential channel 4 (Mus musculus), Q9QUQ5. AID 2237, 2010. 310,000 compounds, 0.49% hits. Fluo4 calcium fluorescence; hits give high values;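 active means B-score above 5 SD of library B-scores, and initial fluorescence ratio not above library mean plus 5 SD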;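 further: positive B-score marks a calcium rise read as TRPC4 activation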
#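 System: HEK293 cells stably co-expressing mouse TRPC4beta and mu-opioid receptor; Schedule: Fluo4 dye loading 45 min at room temperature, 110 s recording; Detection: Fluo4 fluorescence, kinetic; Evaluation: B-scored integrated calcium fluorescence ratio; Controls: buffer (low) and maximal DAMGO (high).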
# TRPC4 inh: inhibitors of mouse TRPC4 channel, primary screen, Fluo4 calcium, HEK293 TRPC4beta/mu-opioid cells; Short transient receptor potential channel 4 (Mus musculus), Q9QUQ5; DAMGO-evoked Fluo4 calcium flux; hits give low values; B-score at 10 µM; 300,000 compounds, 0.39% hits; AID 2247, 2010;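 active means B-score over 3 SD under the library average, no early fluorescence shift, positive overall ratio signal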
#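 Assay system: HEK293 cells with stable TRPC4beta plus mu-opioid receptor expression. Dosing: single dose. Measured by: Fluo4 Ca2+ flux fluorescence. Also added: DAMGO in two steps, submaximal then maximal. Read-out: B score from integrated Fluo4 fluorescence ratio.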
# MrgX1 antagonist: antagonists of human MrgX1 receptor, primary screen, HEK293 cells, Fluo-4 calcium flux; B-score at 10 µM; BAM8-22 antagonism; hits give low values; AID 588676, 2011; 310,000 compounds, 1.3% hits;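 active means calcium-response B-score plate-corrected more than 3 library SD below zero, starting fluorescence within 5 deviations, no agonist response on first addition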;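 further: peak minus trough fluorescence over baseline after final BAM8-22 challenge near maximal dose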
# TRPC6 inhibitor: mouse TRPC6 channel inhibitors, primary screen, cell-based, HEK293, membrane potential dye; Short transient receptor potential channel 6 (Mus musculus), Q61143; ACh-evoked depolarization; hits give low values; B-score at 10 µM; 310,000 compounds, 1.1% hits; AID 2553, 2010;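 active means B-score under library mean minus 3 SD, initial fluorescence not abnormally high, positive integrated signal ratio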;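 further: B-score derived from integrated fluorescence ratio over the kinetic read; more negative B-score means stronger inhibition of depolarization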
# TRPC4 PAM: positive allosteric modulators of TRPC4, primary screen, cell-based, mouse TRPC4beta, HEK293 mu-opioid, Fluo-4 calcium; Short transient receptor potential channel 4 (Mus musculus), Q9QUQ5; DAMGO EC20, Fluo-4 Ca2+ flux; hits give high values; B-score at 10 µM; 310,000 compounds, 0.42% hits;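 active means B-score of calcium response area above 5 SD of library B-scores, with initial fluorescence ratio within 5 SD of library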;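 further: B-score of integrated fluorescence ratio over time as area under calcium response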
# TRPC6 activator: mouse TRPC6 channel activators, primary screen, cell-based, HEK293, membrane potential dye; Short transient receptor potential channel 6 (Mus musculus), Q61143; HEK293-TRPC6 membrane potential dye fluorescence; hits give high values; B-score at 10 µM; 310,000 compounds, 0.13% hits;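 active means B-score of the integrated fluorescence ratio above library mean plus 3 SD, and starting fluorescence ratio within library mean plus 5 SD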;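 further: higher score means more depolarization so channel activation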
# MrgX1 ag: agonists of human MrgX1 receptor, primary screen, HEK293 cells, Fluo-4 calcium flux | Fluo-4 calcium fluorescence, agonist mode; hits give high values | AID 588627, 2011 | B-score at 10 µM | Mas-related G-protein coupled receptor member X1 (Homo sapiens), Q96LB2 | 310,000 compounds, 0.44% hits;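 active means calcium response B-score plate-corrected fluorescence ratio at least 3 library SD, with starting fluorescence B-score inside 5 SD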
#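 Test system: HEK293 cells stably expressing human MrgX1 receptor; Input: fifteen thousand cells per well; Dosing: compound delivered in addition one of three; Schedule: overnight seeding, then 1 h dark dye loading; Technique: Fluo-4 NW calcium fluorescence; Measure: B-scored fluorescence response ratio; Controls: positive and negative controls per plate.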
# Active calls of the source: *; i = inactive; u = inconclusive; x = no result given.
SMILES,PolyA inhibitor,HIF activator,MrgX1 PAM,AI-2 QS mod,TRPC4 act,TRPC4 inh,MrgX1 antagonist,TRPC6 inhibitor,TRPC4 PAM,TRPC6 activator,MrgX1 ag
COc1ccc(CN(C(=O)CN2C(=O)COc3ccccc32)C2CCCC2)c(OC)c1,i,-0.3,i,10,i,i,i,i,i,12*,i
COc1ccc2[nH]c3c(NCCN4CCCCC4)ncnc3c2c1,i,0.4,i,14,i,i,i,i,i,i,i
Cc1ccc(S(=O)(=O)N2CCC(C(=O)NCCc3ccccn3)CC2)cc1,i,0.1,i,-5,i,i,i,i,i,i,i
CC1(C)c2ccccc2N2CC(=O)NC21/C=C/c1ccco1 (configuration not stated),i,-0.2,i,14,i,i,i,i,i,i,i
CC(CC(F)(F)F)N1CCC(n2nccc2NC(=O)CCCc2ccccc2)CC1 (configuration not stated),i,-0.4,i,11,i,i,i,i,i,i,i
Cc1ccc(-n2c(SCC(=O)Nc3ccc4cn[nH]c4c3)nnc2-c2ccco2)cc1,i,-0.3,i,u,i,i,i,i,i,i,i
C(=N\c1nccs1)/c1cccnc1,i,0.1,i,36,i,i,i,i,i,i,i
CC(C(=O)NC1CCCCC1)N(Cc1ccccc1)C(=O)c1snc(C(N)=O)c1N (configuration not stated),i,-0.4,i,12,i,i,i,i,i,i,i
Cc1cc(C)c(NC(=S)NCCCSC2CCCCC2)c(C)c1,i,-0.4,i,15,i,i,i,i,i,i,i
CCn1c(Oc2ccccc2C)nc2c1c(=O)n(C)c(=O)n2C,i,1.3,i,-3,i,i,i,i,i,i,i
COCC1CCN(C(=O)c2cc(COc3ccc4c(c3)CCCC4)on2)C1 (configuration not stated),i,-0.4,i,43,i,i,i,i,i,i,i
O=C(CN1C(=O)C2C3C=CC(C3)C2C1=O)Nc1ccc(C(=O)O)cc1 (configuration not stated),i,-0.1,i,29,i,i,i,i,i,i,i
N#C/C(=C\c1cc([N+](=O)[O-])c(N2CCCCC2)cc1N1CCCCC1)c1nn(-c2ccccc2)c(N)c1C#N,i,x,i,21,i,i,i,i,i,i,i
NNC(=O)c1nc(-c2cccc(-n3cccc3)c2)no1,i,-0.9,i,1,i,i,i,i,i,i,i
CC(C)c1ccc(/C=C/C(=O)Nc2nn[nH]n2)cc1,i,1.2,i,88,i,i,i,i,i,i,i
COc1ccc(N)c2c1OCCC2=O,i,-0.5,i,13,i,i,i,i,i,i,i
COc1ccc(N2CCN(C(=O)CN(c3ccccc3)S(=O)(=O)c3ccc(OC)cc3)CC2)cc1,i,0.2,i,19,i,i,i,i,i,i,i
Cc1ccc(C(NC(=O)N2CCN(C)CC2)C(Cl)Cl)cc1F (configuration not stated),i,-0.2,i,20,i,i,i,i,i,i,i
CC1C(=O)NN=C1C(=O)N/N=C/c1cccs1 (configuration not stated),i,1.2,i,14,i,i,-11*,i,i,i,i
COc1ccc(NC(=O)C2CCCN(c3nc(C)cc(C)n3)C2)cc1 (configuration not stated),i,-0.6,i,8,i,i,i,i,i,i,i
CC1(CCc2ccccc2)NC(=O)N(CC(=O)N2CCCCCC2)C1=O (configuration not stated),i,0.1,i,28,i,i,i,i,i,i,i
O=S(=O)(c1ccccc1F)N1CCCc2ccccc21,i,0.2,i,21,i,i,i,i,i,i,i
CCOC(=O)C1CCCN(C(=O)C2CC(=O)N(c3ccc(C)cc3)C2)C1 (configuration not stated),i,x,i,17,i,i,i,i,i,i,i
COc1ccc(-n2cnnc2SCc2cnc(-c3ccccc3)s2)cc1,i,0.2,i,20,i,i,i,i,i,i,i
Cc1ccc(S(=O)(=O)c2c(N)n(/N=C/c3ccco3)c3nc4ccccc4nc23)cc1,i,0.1,i,40,i,i,i,i,i,i,i
[N-]=[N+]=NC[C@H](Cc1ccccc1)N1CCN(Cc2ccccc2)CCC1=O,i,0.1,i,9,i,i,i,i,i,i,i
CC1CN(C(=O)c2cc(S(=O)(=O)N3CCCC3)ccc2Cl)CC(C)O1 (configuration not stated),i,0.1,x,16,i,i,x,i,i,i,x
CNC(C)C#Cc1ccc2c(=O)c3ccccc3oc2c1 (configuration not stated),i,5.0,i,2,i,i,i,i,i,i,i
O=C(c1ccc(Cl)c(Cl)c1)N1CCC(=O)N(C(COCc2cccc(C(F)(F)F)c2)Cc2ccccc2)CC1 (configuration not stated),i,-0.5,i,21,i,i,i,i,i,i,i
O=Cc1ccc(-c2ccc(F)cc2)o1,i,-0.1,i,41,i,i,i,i,i,i,i
CC1=C([N+](=O)[O-])C(c2ccccc2)NC(=O)N1 (configuration not stated),i,1.9,i,22,i,i,i,i,i,i,i
COc1ccc(CCNC(=O)c2ccc(CS(=O)(=O)c3ccc(Br)cc3)o2)cc1OC,i,-0.1,i,5,i,i,i,i,i,i,i
O=C(c1cc(-c2ccccc2)n[nH]1)N1CCN(S(=O)(=O)c2ccccc2)CC1,i,0.0,i,20,i,i,i,i,i,i,i
COC(=O)c1ccc(NC(=O)CC2C(=O)N(c3ccc(C)cc3)C(=O)N2CC(C)C)cc1 (configuration not stated),i,0.2,i,30,i,i,i,i,i,i,i
COc1ccc(C2(CCN)CC(C)N(C)CC2C)cc1 (configuration not stated),i,-0.3,i,7,i,i,i,i,i,i,i
S=c1[nH]nc(Nc2ccc(Cl)cc2)s1,i,0.9,i,-18,i,i,i,i,i,i,i
C#CCOCCOCCOCCNc1nc(N2CCN(C(=O)[C@H](CCC(=O)O)n3cc(C(N)Cc4ccc(O)cc4)nn3)CC2)nc(N2CCN(C(=O)[C@H](Cc3ccc(O)cc3)n3cc(C(N)CC(C)C)nn3)CC2)n1 (some centres not stated),i,-2.1,x,31,i,i,x,i,i,i,x
O=C(Nc1ccc(Oc2cccnc2)cc1)c1ccccc1Cl,i,0.7,i,0,i,i,i,i,i,i,i
CCOC(=O)c1cnc(SCC(=O)c2ccc(C)cc2)nc1N,i,0.0,i,14,i,i,i,i,i,i,i
Cc1ccc(-n2c(SCC(=O)N/N=C/c3ccccc3OCC(=O)O)nc3ccccc3c2=O)cc1,i,-0.6,i,-3,i,i,i,i,i,i,i
O=C(Nc1c2c(nn1-c1ccc(F)cc1)CS(=O)C2)C12CC3CC(CC(C3)C1)C2 (configuration not stated),i,-0.1,i,-6,i,i,i,i,i,i,i
COc1ccc(N(CC(=O)NCc2ccc(Cl)cc2)S(=O)(=O)c2ccccc2[N+](=O)[O-])c(OC)c1,i,0.3,i,25,i,i,i,i,i,i,i
CCCCOc1cccc(-c2cc(C(=O)NNC(=S)NCC)c3ccccc3n2)c1,i,0.5,i,43,i,x,i,i,i,i,i
COc1cc(NC(=O)c2ccccc2F)ccc1NC(=O)c1cc2ccccc2o1,i,-0.8,i,16,i,i,i,i,i,i,i
CSc1ccccc1NC(=S)N/N=C/c1cccn1Cc1cccc(C)c1,i,0.7,i,11,i,i,i,i,i,i,i
CC(=O)Nc1cccc(S(N)(=O)=O)c1C,i,-0.2,i,-3,i,i,i,i,i,i,i
COCCOC(=O)c1[nH]c2c(c1C)C(=O)CC(c1ccco1)C2 (configuration not stated),i,0.3,i,30,i,i,i,i,i,i,i
COc1ccccc1OCC(=O)NN=C(Cc1ccccc1)Cc1ccccc1,i,0.2,i,10,i,i,i,i,i,i,i
N#Cc1c(N)nc2c(c1-c1ccc(F)cc1)CCC2,i,-0.7,i,15,i,i,i,i,i,i,i
Cn1ncc2c(NNC(=O)c3ccc(Cl)cc3Cl)ncnc21,i,-0.5,i,14,i,i,i,i,i,i,i
CCOc1ccnc(OCC)c1Br,i,-0.6,i,-4,i,i,i,i,i,i,i
CCC(=O)c1ccc(N2CCN(C(=O)c3ccccc3)CC2)c(F)c1,i,0.0,i,15,i,i,i,i,i,i,i
Cc1oc2c(c1C(=O)N1CCOCC1)C(=O)c1ccccc1C2=O,i,-1.5,i,-31,i,i,i,i,i,i,i
COc1cc(-c2noc(-c3ccccc3C(=O)NCc3ccco3)n2)cc(OC)c1OC,i,-0.2,i,26,i,i,i,i,i,i,i
Cc1nc2ccc(NC(=O)c3ccc(Cl)c([N+](=O)[O-])c3)cc2s1,i,0.2,i,12,i,i,i,i,i,i,i
O=C(OCc1csc(-c2ccccc2)n1)c1cccs1,i,3.8,i,13,i,i,i,i,i,i,i
CCC1CCCCN1CCNC(=O)CNS(=O)(=O)c1ccc2nc(C)sc2c1 (configuration not stated),i,0.0,i,9,i,i,i,i,i,i,i
CCCN1CCN(CC(=O)Nc2nc3ccccc3s2)CC1,i,-1.6,i,-3,i,i,i,i,i,i,i
CN(C)S(=O)(=O)c1ccc(C(=O)OCC(=O)Nc2ccccc2OC(F)F)cc1,i,-1.3,i,-56,i,i,i,i,i,i,i
COc1cccc(NC(=O)CNC(C)CCC(C)C)c1 (configuration not stated),i,-0.1,i,28,i,i,i,i,i,i,i
Cc1ccc(CN2CCCC(C(=O)N3CCCC3)C2)cc1 (configuration not stated),x,0.4,i,17,i,i,i,i,i,i,i

# Screens: PubChem, several laboratories

# Some of the compounds tested, so the mix of outcomes need not match the whole.
